Screening data: PubChem BioAssay, National Center for Advancing Translational Sciences (NCATS)
RGS12 GoLoco inh: blocks human Gai1 binding to RGS12 GoLoco peptide, red readout. Gai1:RGS12 GoLoco peptide FP, rhodamine, 10 min. Potency, µM (top dose mostly 61.6 µM), for the others: at the highest dose activity, negative = inhibition, actives largely listed as inhibitors. 230,000 compounds, 0.44% hits; active = well fitted inhibition curve with a large enough effect, not every such curve was filed as active; inactive = no such curve, though single readings can be large or run the other way; note: % is set by controls: 0 for no effect and ±100 for the full control effect; nearly all actives have a fitted effect of over 30% in size; many of its hits are not listed in these tables
Target sequence (P63096 whole entry, looked up): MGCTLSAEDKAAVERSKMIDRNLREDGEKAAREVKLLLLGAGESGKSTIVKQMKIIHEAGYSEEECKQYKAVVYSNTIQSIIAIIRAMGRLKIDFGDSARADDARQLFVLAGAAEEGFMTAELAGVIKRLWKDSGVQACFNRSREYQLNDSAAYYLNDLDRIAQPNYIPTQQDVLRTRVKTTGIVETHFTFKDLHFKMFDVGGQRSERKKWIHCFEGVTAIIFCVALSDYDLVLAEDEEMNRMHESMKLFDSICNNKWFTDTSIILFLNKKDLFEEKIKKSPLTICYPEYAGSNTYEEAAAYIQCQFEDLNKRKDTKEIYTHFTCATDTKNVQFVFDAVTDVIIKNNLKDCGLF
ALDH1A1 inh: blocks purified human ALDH1A1 activity | P00352 | Purified ALDH1A1, NADH fluorescence, propionaldehyde substrate | Potency, µM (series often up to 75.3 µM), without a hit: at the top dose activity, negative = inhibition, actives largely listed as inhibitors | 220,000 compounds, 7.3% hits | AID 1030; active = well fitted inhibition curve with a large enough effect, not every such curve was filed as active; inconclusive = small, poorly fitted or top-dose-only effect, or another doubt; inactive = no such curve, though single readings can be large or run the other way;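 note: plate controls were no enzyme wells and a reference inhibitor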
GAA glycogen mod: alters human alpha-glucosidase cleavage of glycogen; Potency, µM (titrated, usually from 76.4 µM), inactives show top-dose activity change, negative = inhibition, usual class: inhibitors; AID 2100; recombinant GAA, glycogen substrate, Amplex Red glucose oxidase fluorescence; P10253; 300,000 compounds, 0.38% hits;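 note: 0% = full enzyme reaction and -100% = no-enzyme basal signal; the screen sought inhibitors and activators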
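Recombinant enzyme (4 nM final) with compounds titrated up to 77 uM and bovine liver glycogen (30 ug) in citrate pH 5.0, 0.01% Tween-20, 37 C 40 min. Released glucose detected by Amplex Red/glucose oxidase (Ex 573/Em 610); AC50 from Hill fits.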
aGlu spleen mod: inhibits or activates alpha-glucosidase in human spleen homogenate. 240,000 compounds, 0.006% hits. P10253. Potency, µM (doses to about 79.9 µM), for the others: top-dose activity change, negative = inhibition, most hits filed as inhibitors. human spleen homogenate, 4-MU-alpha-glucoside fluorescence;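 note: 0% = enzyme with vehicle and -100% = no enzyme basal signal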
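Compounds were titrated against alpha-glucosidase in spleen homogenate at pH 5.0, with 1 mM 4-methylumbelliferyl substrate for 40 min at 37 C. Reactions were quenched with pH 10 NaOH/glycine and fluorescence measured.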
JMJD2E inh: JMJD2E (human) inhibition; Potency, µM (top dose mostly 57.1 µM), without a hit: at the highest dose activity change, negative = inhibition, usual class: inhibitors; 230,000 compounds, 1.6% hits; JMJD2E catalytic domain, FDH-coupled NADH fluorescence (FDH is formaldehyde dehydrogenase); active = well fitted inhibition curve with a large enough effect, not every such curve was filed as active; inconclusive = small, poorly fitted or top-dose-only effect, or another doubt; inactive = no such curve, though single readings can be large or run the other way;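 note: 0% = wells with enzyme and -100% = buffer wells without enzyme; nearly all actives have a fitted effect of over 50% in size; many of its hits are not listed in these tables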
Target sequence (B2RXH2 1-337 limits assumed): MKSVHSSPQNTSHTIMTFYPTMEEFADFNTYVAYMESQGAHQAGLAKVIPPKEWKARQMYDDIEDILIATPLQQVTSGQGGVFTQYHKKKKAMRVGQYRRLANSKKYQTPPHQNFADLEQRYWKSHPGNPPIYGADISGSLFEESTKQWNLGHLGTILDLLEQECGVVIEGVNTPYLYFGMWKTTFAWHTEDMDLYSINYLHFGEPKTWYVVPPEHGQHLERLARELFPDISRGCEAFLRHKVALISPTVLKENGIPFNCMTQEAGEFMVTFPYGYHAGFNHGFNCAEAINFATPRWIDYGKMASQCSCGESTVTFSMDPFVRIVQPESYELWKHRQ
GAA inh: inhibitors of human lysosomal alpha-glucosidase | purified human GAA, 4-MU-alpha-glucoside fluorescence | Potency, µM (series often up to 76.9 µM), for inactives: at the top dose activity change, negative = inhibition, most hits filed as inhibitors | P10253 | AID 1466 | 200,000 compounds, 0.005% hits;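 note: plate controls were uninhibited enzyme wells for no effect and no-enzyme background for full effect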
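qHTS format, compound range up to 77 uM. Human lysosomal enzyme at 4 nM, 400 uM 4-MU glucoside substrate, pH 5.0, 20 min room temperature; fluorescence after alkaline stop gives activity normalized to controls.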
GLA spleen mod: inhibits or activates alpha-galactosidase in human spleen homogenate. P06280. human spleen homogenate, 4MU-alpha-Gal fluorescence, 40 min. Potency, µM (series often up to 80 µM), for inactives: at the highest dose activity change, negative = inhibition, hits mostly inhibitors. 240,000 compounds, 0.008% hits. AID 2107;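 note: 0% = enzyme with vehicle and -100% = no enzyme basal signal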
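Fluorogenic readout (Ex 365/Em 440 nm) of 4-methylumbelliferone released from 1 mM 4-MU-alpha-galactoside by spleen homogenate, 40 min at 37C, pH 5.0. Data normalized to no-enzyme and enzyme controls; Hill-equation AC50 from compound titrations.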
SMN2 splice up: increases expression of the SMN2 splice variant | HEK293 SMN2-luciferase splicing reporter, luminescence, 30-36 h | Potency, µM (titrated, usually from 46.1 µM), without a hit: at the highest dose activity change, positive = activation, actives largely listed as activators | 210,000 compounds, 2.8% hits; note: % of control where 0% means no effect; nearly all actives have a fitted effect of over 55% in size
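HEK293 cells carry an SMN2 minigene-luciferase reporter in which exon 7 inclusion puts luciferase in frame. Cells were seeded at 2000 cells/well, attached for 10-12 hours, then exposed to compounds for 30-36 hours at 37C before ONE-Glo luminescence.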
* hit, by the source's call; u = inconclusive; x = no result given; [ ] = dose if it differs, or a comment. Unless noted, calls come from the whole dose curve; as a rule, active = well fitted curve in the direction sought with a large enough effect; inconclusive = small, poorly fitted or top-dose-only effect, or another doubt; inactive = no such curve, though single readings can be large; an effect the other way counts as inactive or inconclusive. Potency is the fitted concentration of half-maximal effect. Some of the compounds tested, so the mix of outcomes need not match the whole.

The line under a structure holds: RGS12 GoLoco inh, ALDH1A1 inh, GAA glycogen mod, aGlu spleen mod, JMJD2E inh, GAA inh, GLA spleen mod, SMN2 splice up
C/C(=N/NC(=O)c1cnccn1)c1cccs1
 : -14%, -5%, -3%, 11%, 4%, 9%, 2%, 8.9µM*
COc1ccc(NC(=O)CCCn2c(=O)c3sccc3n(Cc3ccccc3C)c2=O)cc1
 : 5%, 4µM*, 1%, -5%, -9%, 3%, -5%, -18%
CCOC(=O)Cc1csc(NC(=O)COc2ccc3ccccc3c2)n1
 : 20%, u, -5%, 2%, -7%, -13%, -3%, -7%
Cc1ccccc1C(=O)N1CCCN(C(=O)c2ccccc2C)CC1
 : 13%, 7%, -5%, -6%, 3%, -6%, -9%, -12%
O=C(CN1CCN(Cc2ccccc2Cl)CC1)N/N=C/C=C/c1ccccc1[N+](=O)[O-]
 : -10%, -10%, -5%, -9%, 1%, -9%, -15%, 1%
COC(=O)c1ccccc1Sc1c(/C=N/OC(=O)c2ccccc2)c(C(F)(F)F)nn1C
 : -6%, -2%, -2%, 2%, -5%, 0%, 2%, -34%
C=CCNc1nc(N)c([N+](=O)[O-])c(NCCO)n1
 : -3%, x, -2%, -2%, 1%, x, -5%, x
O=C(O)Cc1ccc2[nH]c3ccc(CC(=O)O)cc3c2c1
 : 14%, u, -3%, 5%, u, 6%, 28%, 2%
O=C(O)C(Cc1ccccc1)N1C(=O)CCC1=O (stereo not given)
 : 1%, 16%, -5%, 4%, 15%, 4%, 5%, 4%
COc1cc2c(cc1OC)C(c1ccc3c(c1)OCO3)CC(=O)N2 (stereo not given)
 : 12%, -5%, -4%, 0%, 2%, 1%, 4%, 29%
Cc1ccc(S(=O)(=O)N[C@H](C(=O)OCC(=O)NC(=O)Nc2ccc3c(c2)OCCO3)C(C)C)cc1
 : -1%, -10%, -7%, 1%, -14%, u, -11%, -35%[inhibitor]
Nn1cnnc1SCC(=O)Nc1ccc(C2CCCCC2)cc1
 : -4%, 11µM*, 7%, -2%, 3%, -3%, -1%, u
Cc1cc2c(C)ccc(C)c2nc1SCC(=O)c1cccs1
 : 6%, 13%, -2%, -4%, 5%, -12%, 7%, -14%
CCOc1cc(C2C(C#N)=C(N)Oc3n[nH]c(-c4ccccc4)c32)ccc1O (stereo not given)
 : 17%, u, u, 6%, 2%, -1%, 3%, u
CC(=O)c1sc(NC(=O)COc2ccc(C)c(C)c2)nc1C
 : 26%, u, 0%, 0%, -15%, -5%, -1%, -2%
Cc1ccc(COc2ccsc2-c2n[nH]c(=S)n2C)cc1
 : 16%, 20µM*, -14%, 3%, u, -6%, -5%, -8%
COc1cc2c(cc1OC)C1C(=O)c3ccc4c(c3OC1CO2)C=CC(C)(C)O4 (stereo not given)
 : -6%, 2%, x, 12%, -13%, x, -1%, -73%[inhibitor]
C/C=C/c1ccc(OCCCNC(C)CC)c(OC)c1 (stereo not given)
 : -7%, 16µM*, 2%, 2%, u, -6%, -2%, -16%
CC(C)(C)OC(=O)N/N=C/c1ccc(Br)cc1
 : 1%, 4%, -4%, 3%, 5%, -5%, 5%, 11µM*
Cc1ccc(Cc2nc(-c3ccccn3)no2)cc1
 : 6%, 17%, 2%, 5%, 6%, 3%, 4%, 13µM*

3 compounds from above, ordered by the value under GAA glycogen mod, lowest first:
structure | GAA glycogen mod
O=C(O)C(Cc1ccccc1)N1C(=O)CCC1=O (stereo not given) | -5%
C/C(=N/NC(=O)c1cnccn1)c1cccs1 | -3%
COC(=O)c1ccccc1Sc1c(/C=N/OC(=O)c2ccccc2)c(C(F)(F)F)nn1C | -2%

Later entries.
The line under a structure holds: RGS12 GoLoco inh, ALDH1A1 inh, GAA glycogen mod, aGlu spleen mod, JMJD2E inh, GAA inh, GLA spleen mod, SMN2 splice up
O=C(c1ccccc1Cl)N(C(=O)c1ccccc1Cl)c1nccc(-c2cccs2)n1
 : -11%, u, x, 3%, u, -7%, 9%, u
Cn1cc(/C=C/C(=O)N2CCCC(C(=O)c3ccc(C(C)(C)C)cc3)C2)cn1 (stereo not given)
 : 8%, -5%, -15%, -3%, -5%, -12%, 5%, x
COc1ccc(C(=O)OC2CCN(C)CC2)cc1
 : 5%, 5%, 7%, -4%, 4%, 2%, 1%, -2%
CC(C(=O)Nc1ccc(S(=O)(=O)N2CCOCC2)cc1)N(c1ccccc1)S(C)(=O)=O (stereo not given)
 : -19%, 8%, 1%, -9%, -3%, -5%, -5%, -3%
O=C(CSc1nnc(-c2cccnc2)n1-c1ccc(SC(F)F)cc1)N1CCCc2ccccc21
 : -2%, 20µM*, 0%, -3%, -8%, 5%, -2%, 2%
CCOc1ccc(C(=O)N/N=C/c2ccc(SC)cc2)cc1
 : 2%, 6%, 10%, -3%, -28%, -3%, 4%, u
COCCn1nnnc1C(C(C)C)N1CCOCC1 (stereo not given)
 : 3%, -2%, 4%, 0%, -3%, -1%, -2%, -4%
COCCCn1cnnc1SCc1nc2sc(C(C)=O)c(C)c2c(=O)[nH]1
 : 23%, x, 4%, -1%, u, x, -5%, x
CSCC[C@H](NC(=O)OCc1ccccc1)C(=O)O
 : -4%, 14%, -6%, -1%, 5%, 4%, 7%, 0%
Nc1nc2ccc([N+](=O)[O-])c(N)c2s1
 : -8%, u, 6%, -10%, -6%, -3%, -22%, 7%
CCOc1cc(C(=S)N2CCN(C)CC2)ccc1OCC(=O)N1CCOCC1
 : 11%, -5%, -1%, -2%, -6%, 0%, 0%, u
CN1CCCN(Cc2nc(-c3cccc(C(F)(F)F)c3)no2)CC1
 : 5%, -8%, 20%, -6%, -6%, 0%, -5%, x
COC(=O)c1cc(NC(=O)c2ccoc2C)cc(C(=O)OC)c1
 : 12%, -16%, 0%, -18%, -1%, -3%, 5%, 10%
CC(C)(C)c1ccc(OCC(=O)N(c2ccccn2)C2CCCCC2)cc1
 : 4%, -5%, 9%, -4%, 9%, -4%, 1%, -50%[inhibitor]
CCn1c(SCC(=O)c2ccc3c(c2)Cc2ccccc2-3)nnc1-c1ccc(N)cc1
 : -4%, -5%, 2%, -5%, -6%, -3%, -3%, -12%
Nc1nonc1C(=Nc1ccccc1)NO
 : -6%, 3%, -4%, -5%, -1%, 10%, -1%, 1%
Cc1ccc(C2C(C#N)=C(N)Oc3n[nH]c(C)c32)cc1 (stereo not given)
 : 4%, -10%, -21%, -16%, 1%, -4%, 1%, 6%
CC(C)c1ccc(N(C(=O)C(F)(F)F)C(C(=O)NC2CCCCC2)c2ccncc2)cc1 (stereo not given)
 : 7%, -1%, 2%, -15%, 1%, -3%, -16%, 14%
O=C(c1ccc2c(c1)OCO2)N1CCN(c2ccccc2F)CC1
 : 1%, u, 4%, -10%, -6%, -6%, -8%, 28%
COC(=O)c1cccc(NC(=O)Cn2cnc3ccccc3c2=O)c1
 : 3%, 10%, 1%, -19%, 6%, 0%, 4%, 1%
CC(=O)NC(=S)Nc1cc(C(F)(F)F)ccc1N1CCOCC1
 : 4%, 6%, 11%, -3%, 9%, -7%, -6%, -12%
COc1cccc(/C=C/C(=O)c2ccc(NS(=O)(=O)c3ccc(C)cc3)cc2)c1
 : 2%, -8%, 4%, -12%, 1%, -10%, -4%, -48%[inhibitor]
O=C(CNC(=O)c1ccncc1)N/N=C/c1ccc(Br)cc1
 : 3%, x, 8%, 1%, 10%, x, 5%, x
CCOC(=O)c1c(NC(=O)CCC(=O)O)sc2c1CCCCC2
 : 1%, 8.9µM*, -8%, -4%, u, -4%, -16%, -9%
CCOC(=O)c1ccc(NC(=O)CCc2nc(-c3ccc(C)cc3)no2)cc1
 : -6%, -9%, -9%, 12%, -2%, 2%, 12%, -101%[inhibitor]
Cc1sc(NC(=O)/C=C/c2ccc3c(c2)OCO3)nc1-c1ccccc1
 : 0%, u, -14%, -2%, -1%, 5%, 1%, -56%[inhibitor]
CN(c1ccc(C(=O)Nc2ccc3c(c2)OCO3)cc1)S(C)(=O)=O
 : -4%, x, 7%, 4%, 7%, x, 8%, x
CCN(CC)C(=O)CSCC(=O)Nc1ccccc1
 : 5%, u, 0%, -3%, 0%, 4%, 4%, 9%
Cc1nn(C)cc1CN(C)C(=O)c1nn2c(c1Cl)NC(c1cccs1)CC2C(F)(F)F (stereo not given)
 : 3%, 0%, 2%, 1%, 11%, 2%, -2%, x
C(=N\Nc1ccccc1)/c1nc2ccccc2s1
 : 6%, 2%, -13%, 7%, 3%, 0%, 7%, x
COc1ccccc1Cn1c(C)nc2ccccc21
 : 2%, x, -1%, 3%, 2%, x, 2%, x
CCOc1ccc2oc(-c3ccccc3)c(C(=O)N(C)C)c2c1
 : 8%, u, -3%, 1%, u, -6%, 8%, 1%
CS(=O)(=O)c1ccc2nc(NC(=O)c3ccc(=O)[nH]c3)sc2c1
 : 92%[activator], x, 11%, 7%, u, x, 26%, x
N#Cc1c(N)nc2c(c1-c1ccccc1)CCCC2
 : -5%, -13%, -2%, -24%, u, -7%, -6%, -21%
CSc1nc(Oc2ccc(C)cc2)cc(C(F)(F)F)n1
 : -9%, 7%, -1%, 7%, 3%, -2%, 4%, -4%
COc1ccccc1NC(=O)N1CCCC1C(=O)NCc1ccccc1F (stereo not given)
 : 0%, 16%, -5%, -6%, 4%, -5%, 2%, 6.3µM*
Cc1ccc(CCN2C(=O)c3ccccc3C2C(=O)NCc2cccnc2)cc1 (stereo not given)
 : 4%, 2%, 0%, -18%, 1%, 4%, -2%, 0%
O=C(Cc1ccc(-n2c(=S)[nH]c3ccccc3c2=O)cc1)N1CCN(c2ccccc2)CC1
 : 9%, u, 7%, 0%, 4%, u, -1%, -47%[inhibitor]
Nc1ccc2oc(-c3cccc(Br)c3)nc2c1
 : 5%, -6%, -1%, -25%, u, 2%, 19%, 14µM*
CCc1cc2cc(C(=O)Nc3ccc(C)cc3)sc2s1
 : 13%, 10%, 7%, 3%, -9%, -1%, -6%, -6%
